Compound activity (PubChem BioAssay)
Nrf2 activator = qHTS of Nrf2 Activators | AREc32 ARE-luciferase reporter (MCF7-derived line), luminescence, 24 h | Potency, µM (titrated, usually from 46.1 µM), for inactives: top-dose activation, most hits filed as activators | 410,000 compounds, 0.31% hits | AID 624171, 2012; further: potency means the concentration at half of the fitted maximal effect; % of control where 0% means no effect; nearly all actives have a fitted effect of over 65% in size
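Quantitative high-throughput format: AREc32 reporter cells, 1000 per well, received compound by pin transfer and were incubated 24 hr at 37 deg C, 5% CO2, before Steady-Glo luminescence detection.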
Nrf2 inh = Nrf2 qHTS screen for inhibitors | A549 ARE-Fluc reporter, luciferase luminescence, 18-24 h | Potency, µM (titrated, usually from 46 µM), inactives show top-dose activity change, negative = inhibition, most hits filed as inhibitors | 360,000 compounds, 2.1% hits | AID 504444, 2011; further: potency means the concentration at half of the fitted maximal effect; on the % scale 0 is the no-effect control and ±100 the full control effect; nearly all actives have a fitted effect of over 60% in size
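Two sequential reads on A549 ARE_Fluc cells exposed to compound for 18-24 h: a CellTiter-Fluor fluorescence read for viability, then a luciferase luminescence read for Nrf2/ARE activity.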
ATXN2 expr inh = Primary qHTS for Inhibitors of ATXN expression; Potency, µM (doses to about 57 µM), inactives show top-dose activity change, negative = inhibition, actives largely listed as inhibitors; HEK-293 ATXN2-luciferase reporter, luminescence, 24 h; 360,000 compounds, 0.72% hits; AID 1745845, 2022; further: potency means the concentration at half of the fitted maximal effect; on the % scale 0 is the no-effect control and ±100 the full control effect; nearly all actives have a fitted effect of over 55% in size
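qHTS (up to 57 uM final) was run with 24 h compound exposure of reporter cells at 37 °C. Each well was multiplexed: SteadyGlo luminescence measured ATXN2-luciferase expression after a fluorogenic Gly-Phe-AFC viability readout (25 uM final).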
TGFb SMAD3 inh = qHTS for Inhibitors of TGF-b | 410,000 compounds, 1.2% hits | Potency, µM (highest dose often 46.1 µM), without a hit: at the highest dose activity, negative = inhibition, usual class: inhibitors | HepG2 CAGA-GFP TGF-b/SMAD3 reporter, GFP fluorescence, 18 h; TGF-beta stimulated, 500 pg/mL final; further: potency means the concentration at half of the fitted maximal effect; on the % scale 0 is the no-effect control and ±100 the full control effect; nearly all actives have a fitted effect of over 65% in size
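Smad-responsive CAGA-GFP expression was quantified in HEPG2 cells exposed to compounds and 500 pg/mL final TGF-beta for 18 h at 37 degrees C; unstimulated wells defined full inhibition.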
EPAC2 agonist = qHTS for Agonist of cAMP-regulated guanine nucleotide exchange factor 4 (EPAC2): primary screen; Rap guanine nucleotide exchange factor 4 (Homo sapiens), Q8WZA2; EPAC2 activation, biochemical qHTS; response scale: 100% = 6.5 mM cAMP response; Potency, µM (titrated, usually from 154 µM), inactives show at the top dose activation, actives largely listed as activators; 360,000 compounds, 0.079% hits; AID 720711, 2013; further: potency means the concentration at half of the fitted maximal effect; nearly all actives have a fitted effect of over 50% in size
Target sequence (Q8WZA2 whole entry, looked up): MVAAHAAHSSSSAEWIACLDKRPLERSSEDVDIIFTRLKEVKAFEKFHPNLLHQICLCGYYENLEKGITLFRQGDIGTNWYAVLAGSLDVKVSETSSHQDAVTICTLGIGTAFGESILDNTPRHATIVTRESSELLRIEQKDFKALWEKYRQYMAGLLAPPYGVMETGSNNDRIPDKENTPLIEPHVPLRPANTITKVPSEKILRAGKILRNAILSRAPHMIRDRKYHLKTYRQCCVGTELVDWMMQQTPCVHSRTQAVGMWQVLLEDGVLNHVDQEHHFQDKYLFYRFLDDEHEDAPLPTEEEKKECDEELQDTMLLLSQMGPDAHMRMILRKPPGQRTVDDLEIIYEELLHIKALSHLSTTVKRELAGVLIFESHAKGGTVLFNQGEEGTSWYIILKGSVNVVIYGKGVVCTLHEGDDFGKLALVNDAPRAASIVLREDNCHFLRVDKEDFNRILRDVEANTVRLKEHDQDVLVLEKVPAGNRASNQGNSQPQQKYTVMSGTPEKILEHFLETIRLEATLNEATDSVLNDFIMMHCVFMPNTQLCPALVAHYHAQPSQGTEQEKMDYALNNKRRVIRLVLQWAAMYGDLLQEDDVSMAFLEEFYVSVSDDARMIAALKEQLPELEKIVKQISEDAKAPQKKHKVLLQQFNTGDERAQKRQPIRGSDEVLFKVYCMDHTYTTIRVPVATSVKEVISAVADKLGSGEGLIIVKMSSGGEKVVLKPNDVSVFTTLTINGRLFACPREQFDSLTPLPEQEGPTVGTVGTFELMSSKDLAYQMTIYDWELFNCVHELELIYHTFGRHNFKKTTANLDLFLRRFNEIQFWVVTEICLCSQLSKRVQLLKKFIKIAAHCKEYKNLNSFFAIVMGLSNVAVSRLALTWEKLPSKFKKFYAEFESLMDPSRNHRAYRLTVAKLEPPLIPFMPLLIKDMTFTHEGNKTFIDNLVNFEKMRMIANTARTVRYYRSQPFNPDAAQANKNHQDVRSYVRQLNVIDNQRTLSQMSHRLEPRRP
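Compounds were titrated in qHTS against a Rap1B-BODIPY-GDP (250 nM) complex with EPAC2 (100 nM) and GDP (50 uM). BODIPY-GDP release tracked at 480/540 nm over 30 min at room temperature, normalized to 6.5 mM cAMP.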
A549 tox = Nrf2 qHTS screen for inhibitors: counterscreen for cytotoxicity | A549 ARE-Fluc cells, CellTiter-Fluor viability, 18-24 h | Potency, µM (doses to about 46 µM), for inactives: at the top dose activity change, negative = cytotoxicity, hits mostly inhibitors | 390,000 compounds, 0.16% hits | AID 504648, 2011; further: potency means the concentration at half of the fitted maximal effect; on the % scale 0 is the no-effect control and ±100 the full control effect
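A549 ARE_Fluc cells in 5% FBS OPTI-MEM were exposed to compounds in concentration-response for 18-24 h at 37 deg C. Viability was read by CellTiter-Fluor fluorescence (Ex 405/Em 525) after 30 min, before the luciferase read.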
HepG2 tox = qHTS for Inhibitors of TGF-b: Cytotox Counterscreen; HepG2 CAGA-GFP viability, ATP luminescence, 18 h; Potency, µM (doses to about 46.1 µM), for inactives: at the highest dose activity change, negative = cytotoxicity, hits mostly cytotoxic; 410,000 compounds, 0.76% hits; further: potency means the concentration at half of the fitted maximal effect; some results filed as inactive show a strong effect at the top dose
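CellTiter-Glo luminescence gave cytotoxicity after 18 hours at 37 degrees C. The cells were HepG2 CAGA-GFP in 1% FBS DMEM, stimulated with 500 pg/mL TGF-beta after compound addition. %Activity was normalised to no-cell wells (complete cell-killing) and DMSO (no toxicity), and curves were fitted and classified.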
S2 tox = Viability Counterscreen for Primary qHTS for Inhibitors of ATXN expression; S2 cells (HEK-293 line with an ATXN2-luciferase reporter) viability, CellTiter-Fluor protease fluorescence, 24 h; Potency, µM (doses to about 56.7 µM), hits mostly cytotoxic; 400,000 compounds, 0.49% hits; further: potency means the concentration at half of the fitted maximal effect; nearly all actives have a fitted effect of over 40% in size
IL2 activator = qHTS of IL-2 Activators. IL-2 activation reporter assay, cell-based qHTS; stimulated with anti-CD3/CD4/CD28 beads; in transgenic mouse T cells. activation, % (series mostly up to about 46 µM). 360,000 compounds, 0.065% hits; in the data active means activation above about 50%; inconclusive means mostly about 30% to 49%; further: 0% is about no effect
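Unstimulated transgenic mouse T cells preincubated 60 min with compound, then stimulated with anti-CD3/anti-CD4-coated beads plus anti-CD28 for 18 h at 37 degrees C. IL-2 response read as EGFP and DsRed fluorescence by plate cytometry.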
Starred values were filed as active, the others as inactive; i = inactive; ? = inconclusive; nt = no result given; [ ] = remark or other dose. Unless noted, the call rests on the fitted dose curve; in most records, active means well fitted curve in the direction sought with a large enough effect; inconclusive means small, poorly fitted or top-dose-only effect, or another doubt; inactive means no such curve, though single readings can be large; an effect the other way counts as inactive or inconclusive.

mol | S2 tox | HepG2 tox | IL2 activator | EPAC2 agonist | TGFb SMAD3 inh | Nrf2 inh | A549 tox | Nrf2 activator | ATXN2 expr inh
O=C(NCCN1CCCC1=O)C1CCC(=O)N(CCc2ccc(Cl)cc2)C1 (configuration not stated) | i | -4% | -3.2 | 7% | ? | 4% | 9% | -0.2% | -6%
COc1cc(C(F)(F)F)c(C(=O)N(C)Cc2cc(Cl)cc(Cl)c2)cn1 | i | -2% | 0.8 | 12% | ? | 2% | 5% | 0.3% | nt
Cc1nnc(SCc2cc(=O)c3cc(F)ccc3[nH]2)n1C | i | -30% | nt | nt | 0% | nt | -16% | 1.4% | 11%
Fc1ccc(NC(=S)NCCc2ccc(Cl)cc2)cc1 | i | -29% | -0.6 | 6% | ? | 1% | 18% | 3.5% | 28%
Cc1nn(C)cc1C(C(=O)NC1CCCCC1)N(C(=O)Cn1nnc2ccccc21)c1ccc(F)cc1 (configuration not stated) | i | 4% | -1.0 | -1% | 7% | -19% | 3% | -0.5% | -21%
C=C(C)CN(CC)c1nc(N)c2c(N)nc3c(c2c1C#N)CC(=O)N3C12CC3CC(CC(C3)C1)C2 | i | -14% | 0.5 | -4% | -3% | 13µM* | -17% | 13% | -8%
CCOc1ccc(-n2c(=O)c3sccc3n(Cc3ccc(C)cc3)c2=O)cc1 | i | -24% | 1.9 | -1% | -17% | 7% | 0% | 0.3% | nt
CC(C)Oc1ccccc1-c1nc(SCC(=O)O)n[nH]1 | i | -5% | 1.7 | 6% | -9% | -4% | -1% | 0.5% | -8%
COc1cc(C(=O)Nc2ccc(Cl)c(C(F)(F)F)c2)cc(OC)c1OC | i | 8% | -2.2 | -18% | 0% | -12% | -3% | 0.1% | 5%
Cc1ccc(NC(=O)C2(C)Cc3ccccc3C(=O)O2)c(C)c1 (configuration not stated) | i | 8% | nt | nt | 39%[activator] | ? | 0% | -0.6% | 0%
CC(C)C[C@@H](CN1CCCC1CN1C(=S)NC[C@@H]1Cc1ccc(O)cc1)N1C[C@H](Cc2ccccc2)N(CC2CCCCC2)C1=S (some centres not stated) | ? | -34% | -0.9 | -1% | ? | -6% | 0% | -0.2% | -15%
O=c1c2sc(-c3ccccc3)cc2nc2n1CCCCC2 | i | -29% | -1.7 | 4% | 0% | ? | -2% | 2.3% | 61%[activator]
Cc1cccc(OCCn2c(SCC(=O)O)nc3ccccc32)c1 | i | -14% | nt | nt | -1% | nt | 8% | -1.6% | -12%
CCCOC(=O)C1[C@H]2C(=O)N(CCCOC)C[C@]23C=C[C@H]1O3 (some centres not stated) | i | -2% | 2.4 | 5% | 3% | -8% | -19% | -0.3% | -4%
Cc1nc(N2CCOCC2)c2c(C)c(C(=O)Nc3ccccc3Cl)sc2n1 | ? | 14% | 0.6 | -5% | 14% | 3% | 0% | 0.5% | -20%
O=C1/C(=C/c2ccccn2)SC(=S)N1c1cccc(O)c1 | i | -3% | -0.7 | 5% | ? | ? | 0% | 20% | nt
COc1ccc(NC(=S)NNC(=O)c2ccc(S(=O)(=O)N3CCOCC3)cc2)cc1 | i | 3% | -1.0 | 12% | -3% | -8% | -9% | 2.5% | -19%
CCn1nc(C)c(NC(=O)/C=C/c2cnn(C)c2)c1C | i | 5% | -3.3 | 2% | 0% | nt | -4% | -0.1% | 10%
COc1ccc(CCN2CC(C#N)=C3c4cc(OC)c(OC)cc4CCN3C2)cc1OC | ? | -29% | -2.8 | 12% | -13% | ? | -15% | 4.6% | -12%
O=C1C(c2ccc(F)cc2)N(CCc2ccc(Cl)cc2)C(=O)CN1C1CCCCC1 (configuration not stated) | nt | -3% | nt | nt | -4% | nt | -1% | -0.1% | nt
O=C(NCc1ccco1)C1CN(S(=O)(=O)c2ccccc2)CCN1S(=O)(=O)c1ccccc1 (configuration not stated) | i | -24% | -1.2 | 7% | -4% | 25% | 2% | -0.4% | -2%
Cc1nc2ccccc2c(=O)n1/N=C/c1cn(-c2ccccc2)nc1-c1cccs1 | ? | -25% | -0.8 | 4% | -1% | -14% | ? | 8.4% | 8%
Cc1cc(C)n2nc(SCC(=O)NC(=O)c3ccccc3Cl)nc2n1 | i | -2% | -2.8 | 8% | 5% | 5% | 1% | -0.3% | -5%
Cc1cccc2cc(C#N)c(SCC(=O)N3CCC(C)CC3)nc12 | i | -90% | -0.3 | 18% | 14% | -3% | 2% | 0.0% | -17%
COc1ccc(NC(=O)N(C)[C@H]2C[C@H]3c4[nH]c5ccccc5c4CCN3C(=O)[C@H]2CO)cc1 | i | -20% | -1.5 | 9% | -20% | nt | nt | 6.3% | 2%
CN1CCN(CCC2Oc3cc([N+](=O)[O-])ccc3NC2=O)CC1 (configuration not stated) | ? | -34% | 3.4 | 5% | 0% | ? | -25% | 0.6% | -17%
COc1cccc(C(=O)CC2(O)C(=O)Nc3ccc(Cl)cc32)c1 (configuration not stated) | i | -15% | nt | nt | ? | -26% | -4% | 8.6% | 1%
Cn1ncc(Cl)c1C(=O)Nc1ccc2c(c1)CCC2 | i | 3% | -0.9 | 13% | -13% | ? | 6% | 3.8% | 49%[activator]
O=C(Nc1ccc(Oc2ccccc2)cc1)c1csc([C@@H]2C[C@H](O)[C@@H](CO)O2)n1 | i | -16% | -0.6 | 14% | -6% | nt | nt | 2.9% | -16%
CCOc1ccccc1NC(=O)CN1C(=O)C(=O)N(Cc2ccco2)C1=O | i | 16% | 2.4 | -1% | 1% | 4% | 5% | 0.3% | -5%
Cc1cc(NC(=O)CSCc2nc(-c3cccc(F)c3)oc2C)no1 | i | -14% | 0.1 | 5% | -11% | -4% | 8% | 1.7% | 1%
CCOC(=O)c1ccc(Nc2c(CC)c(C)nc3ncnn23)cc1 | i | -1% | -1.1 | 7% | -4% | 26µM* | -18% | -0.7% | -7%
O=C(NC(=S)Nc1cc(Cl)ccc1N1CCOCC1)c1ccc(-c2cccc(Cl)c2)o1 | i | -7% | 0.1 | 0% | -5% | nt | -4% | -0.3% | -12%
CCOC(=O)C1(Cc2cccc(F)c2)CCN(C(=O)Cc2cccnc2)CC1 | i | 7% | -5.6 | 4% | 0% | -6% | 2% | 0.0% | nt
COC(=O)c1nc(-n2nc(C)cc2C)ccc1Cl | i | 6% | 0.4 | 4% | -15% | nt | 12% | -0.4% | 11%
CCN(CC)C(=O)CCC(=O)Nc1ccc(C(=O)OC)cc1 | i | -21% | -0.1 | 6% | 4% | -6% | 9% | 0.2% | 6%
CC(C)C1C(=O)N(Cc2cn(Cc3ccco3)nn2)CCS(=O)(=O)N1Cc1ccc(-c2ccc(Cl)c(Cl)c2)cc1 (configuration not stated) | ? | -42% | -3.4 | 11% | ? | nt | nt | -2.0% | 0%
Cc1n[nH]c(=S)n(NC(=O)/C=C/C(=O)Nn2c(=S)[nH]nc(C)c2=O)c1=O | i | 0% | -0.1 | 5% | 10% | -7% | -19% | 2.3% | -4%
Cc1ccc(S(=O)(=O)CCC(=O)OCC(=O)NC(N)=O)cc1 | i | 0% | -0.1 | 0% | 17% | -10% | 1% | 2.8% | 6%
CC(C)(C)OC(=O)N1CCC(CNC(=O)c2ccc(F)cc2)CC1 | i | -10% | -0.3 | 3% | 1% | 0% | -1% | 4.7% | -7%
COc1ccc2[nH]c3c(c2c1)CCN1C(=O)C(CC(=O)NCCN2CCOCC2)C[C@H](C(=O)N2CCOCC2)[C@@]31C (some centres not stated) | i | -13% | -0.8 | 6% | ? | 5% | -3% | -0.2% | 8%
C1=CN2CCC1C(c1ccccc1)C2 (configuration not stated) | i | -6% | -0.8 | -5% | -2% | nt | -5% | -0.1% | 5%
CCOc1ccc2oc(C(=O)NCC(c3ccco3)N(C)C)c(C)c2c1 (configuration not stated) | i | -11% | -3.9 | 2% | 0% | ? | 9% | 3.6% | 6%
Nc1nonc1-n1nnc(C(=O)N/N=C/c2ccc(OCc3ccccc3)cc2)c1CN1CCCCC1 | i | -3% | -0.3 | 17% | -14% | -1% | -1% | 6.4% | nt

Molecules listed so far that contain an aryl thioether with sulfur outside any ring:
mol | S2 tox | HepG2 tox | IL2 activator | EPAC2 agonist | TGFb SMAD3 inh | Nrf2 inh | A549 tox | Nrf2 activator | ATXN2 expr inh
Cc1nnc(SCc2cc(=O)c3cc(F)ccc3[nH]2)n1C | i | -30% | nt | nt | 0% | nt | -16% | 1.4% | 11%
CC(C)Oc1ccccc1-c1nc(SCC(=O)O)n[nH]1 | i | -5% | 1.7 | 6% | -9% | -4% | -1% | 0.5% | -8%
Cc1cccc(OCCn2c(SCC(=O)O)nc3ccccc32)c1 | i | -14% | nt | nt | -1% | nt | 8% | -1.6% | -12%
Cc1cc(C)n2nc(SCC(=O)NC(=O)c3ccccc3Cl)nc2n1 | i | -2% | -2.8 | 8% | 5% | 5% | 1% | -0.3% | -5%
Cc1cccc2cc(C#N)c(SCC(=O)N3CCC(C)CC3)nc12 | i | -90% | -0.3 | 18% | 14% | -3% | 2% | 0.0% | -17%
